From PubChem
EPAC1 antag: qHTS for Antagonist of cAMP-regulated guanine nucleotide exchange factor 3 (EPAC1): primary screen; Rap guanine nucleotide exchange factor 3 (Homo sapiens), O95398; EPAC1 GEF assay, Rap1b-BODIPY-GDP exchange fluorescence; Potency, µM (titrated, usually from 115 µM), for the others: top-dose activity change, negative = inhibition, hits mostly inhibitors; 360,000 compounds, 0.14% hits; AID 720709, 2013;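 note: potency is the fitted concentration of half-maximal effect; plate controls were vehicle for no effect and positive control for full effect; nearly all actives have a fitted effect of over 50% in size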
PI5P4Ka inh: qHTS for Inhibitors of phosphatidylinositol 5-phosphate 4-kinase (PI5P4K). PI5P4Kalpha enzyme, ADP-Glo luminescence, 60 min; hits give low values. AID 652105, 2013. max response, %. 330,000 compounds, 1.2% hits. Phosphatidylinositol 5-phosphate 4-kinase type-2 alpha (Homo sapiens), P48426; active = max response of -50% or lower; inconclusive = between -30% and -50%; inactive = -30% or higher; note: value at the top dose of about 77 µM; % is set by controls: 0 for no effect and ±100 for the full control effect
Target sequence (P48426 whole entry, looked up): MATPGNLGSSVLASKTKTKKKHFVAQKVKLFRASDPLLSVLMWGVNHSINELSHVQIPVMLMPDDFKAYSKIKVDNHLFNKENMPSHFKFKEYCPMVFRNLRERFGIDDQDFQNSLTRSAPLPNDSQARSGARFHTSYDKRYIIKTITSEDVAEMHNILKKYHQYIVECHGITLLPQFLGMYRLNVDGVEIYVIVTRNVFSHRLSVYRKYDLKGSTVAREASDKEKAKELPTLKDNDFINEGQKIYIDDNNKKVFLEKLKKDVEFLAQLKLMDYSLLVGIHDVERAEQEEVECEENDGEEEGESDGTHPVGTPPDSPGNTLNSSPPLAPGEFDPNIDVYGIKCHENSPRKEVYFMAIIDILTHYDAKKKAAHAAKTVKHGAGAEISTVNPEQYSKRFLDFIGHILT
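ADP-Glo luminescence end-point read after a 60 min room-temperature kinase reaction of PI5P4Kalpha plus substrate, initiated with ATP at 5 microM final. Buffer: 0.038 M HEPES pH 7.4, EGTA, 0.1% CHAPS, 5% DMSO.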
WRN helicase inh: qHTS for Inhibitors of WRN Helicase; Bifunctional 3'-5' exonuclease/ATP-dependent helicase WRN (Homo sapiens), Q14191; WRN helicase unwinding, fluorescent forked duplex, kinetic; Potency, µM (highest dose often 114 µM), for the others: top-dose activity change, negative = inhibition, hits mostly inhibitors; 360,000 compounds, 0.46% hits; AID 651768, 2012; note: potency is the fitted concentration of half-maximal effect; % is set by controls: 0 for no effect and ±100 for the full control effect; nearly all actives have a fitted effect of over 55% in size
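Fluorescence dequenching readout, ex 525 nm/em 598 nm, kinetic mode: forked duplex DNA (100 nM final) with adjacent fluorophore and quencher unwound by WRN (20 nM final) with 2 mM ATP. Compound preincubation 15 min, room temperature.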
CCT modulator: High-Throughput Screening for Modulators of Cytosolic Chaperonin Activity. purified chaperonin ATPase assay, HTRF ADP detection, 30 min. activity change, % (concentration not given with the values), hits read low. 360,000 compounds, 0.3% hits; in the data active = activity change below about -30%; note: % is set by controls: 0 for no effect and ±100 for the full control effect
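TRiC (40 or 20 nM final, by batch activity) in 30 mM Tris pH 7.4, 100 mM KCl, 5 mM MgCl2, 1 mM DTT was treated with compound at 76 uM single dose, then 10 uM ATP, 30 min at 37 °C. ADP was read by HTRF Transcreener.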
EPAC2 agonist: qHTS for Agonist of cAMP-regulated guanine nucleotide exchange factor 4 (EPAC2): primary screen. EPAC2 activation, biochemical qHTS; response scale: 100% = 6.5 mM cAMP response. 360,000 compounds, 0.079% hits. Potency, µM (series often up to 154 µM), inactives show at the highest dose activation, actives largely listed as activators; note: potency is the fitted concentration of half-maximal effect; nearly all actives have a fitted effect of over 50% in size
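qHTS, titration series. 100 nM EPAC2 / 250 nM Rap1B-BODIPY-GDP / 50 uM GDP; RT; ex 480/em 540 nm, 5-min reads to 30 min. Norm. to 6.5 mM cAMP = activation.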
PLK1 PBD block: qHTS for Inhibitors of PLK1-PDB (polo-like kinase 1 - polo-box domain): Primary Screen; Serine/threonine-protein kinase PLK1 (Homo sapiens), P53350; Plk1 PBD binding of FITC phosphopeptide, fluorescence polarization; Potency, µM, inactives show max response, negative = inhibition, actives largely listed as inhibitors; 360,000 compounds, 2.8% hits; AID 720504, 2013; note: potency is the fitted concentration of half-maximal effect; series mostly up to about 57 µM; % is set by controls: 0 for no effect and ±100 for the full control effect; nearly all actives have a fitted effect of over 65% in size
Target sequence (P53350 whole entry, looked up, the tested form may be a part): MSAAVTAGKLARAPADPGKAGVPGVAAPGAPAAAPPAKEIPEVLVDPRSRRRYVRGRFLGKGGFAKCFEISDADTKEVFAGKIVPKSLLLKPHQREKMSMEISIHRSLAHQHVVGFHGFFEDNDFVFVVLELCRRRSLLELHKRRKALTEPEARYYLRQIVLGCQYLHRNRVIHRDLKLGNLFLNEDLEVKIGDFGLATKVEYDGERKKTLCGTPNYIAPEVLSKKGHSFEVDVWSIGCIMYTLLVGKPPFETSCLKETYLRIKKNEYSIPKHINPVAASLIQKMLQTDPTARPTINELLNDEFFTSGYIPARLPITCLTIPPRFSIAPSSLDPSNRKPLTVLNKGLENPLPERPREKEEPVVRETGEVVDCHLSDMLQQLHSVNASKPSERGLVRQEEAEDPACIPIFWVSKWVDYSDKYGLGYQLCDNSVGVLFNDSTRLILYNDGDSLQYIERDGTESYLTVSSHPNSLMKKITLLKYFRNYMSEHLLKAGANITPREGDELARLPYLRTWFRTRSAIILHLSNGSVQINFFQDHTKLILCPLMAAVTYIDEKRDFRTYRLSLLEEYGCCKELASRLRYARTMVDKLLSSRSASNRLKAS
IL2 activator: qHTS of IL-2 Activators; IL-2 activation reporter assay, cell-based qHTS; stimulated with anti-CD3/CD4/CD28 beads; in transgenic mouse T cells; activation, % (series mostly up to about 46 µM); 360,000 compounds, 0.065% hits; AID 652025, 2013; in the data active = activation above about 50%; inconclusive = mostly about 30% to 49%; note: 0% is about no effect
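EGFP and DsRed fluorescence is measured by plate cytometry in unstimulated transgenic mouse T cells exposed to compound for 60 minutes, then stimulated 18 hours at 37 degrees C with anti-CD3/anti-CD4 beads plus anti-CD28.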
EPAC1 ag: qHTS for Agonist of cAMP-regulated guanine nucleotide exchange factor 3 (EPAC1): primary screen; Potency, µM (highest dose often 154 µM), inactives show top-dose activation, actives largely listed as activators; Rap guanine nucleotide exchange factor 3 (Homo sapiens), O95398; EPAC1 agonist qHTS, biochemical assay; response scale: 100% = response to 6.5 mM cAMP; AID 720707, 2013; 360,000 compounds, 0.073% hits; note: potency is the fitted concentration of half-maximal effect; nearly all actives have a fitted effect of over 60% in size
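Nucleotide exchange by EPAC1 (100 nM) on Rap1B–BODIPY-GDP (250 nM) in the presence of 50 uM GDP is tracked fluorescently at 480/540 nm over 30 min. Signals are normalized to a 6.5 mM cAMP control.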
An asterisk follows results filed as active; ? = inconclusive; . = no result given. Unless noted, calls come from the whole dose curve; as a rule, active = well fitted curve in the direction sought with a large enough effect; inconclusive = small, poorly fitted or top-dose-only effect, or another doubt; inactive = no such curve, though single readings can be large; an effect the other way counts as inactive or inconclusive.

SMILES	EPAC1 antag	PI5P4Ka inh	WRN helicase inh	CCT modulator	EPAC2 agonist	PLK1 PBD block	IL2 activator	EPAC1 ag
Cc1ccc(NC(=O)CCC(=O)N2CCOc3ccccc32)c(Cl)c1	-2%	-2	-10%	-0.5	-2%	-10%	-0.4	2%
Cc1ccc(CNC(=O)Cn2ccc3ccccc3c2=O)o1	15%	3	-11%	-0.6	-2%	0%	0.3	3%
COc1cc(C(=O)NCc2ccco2)cc(OC)c1OC	2%	0	-7%	-2.1	4%	-3%	-1.4	-2%
CC(=O)c1c(C)[nH]c(C(=O)OCC(=O)N(C)c2c(N)n(Cc3ccccc3)c(=O)[nH]c2=O)c1C	3%	0	11%	-0.4	-5%	2%	3.8	3%
CC(C)(C)OC(=O)N(CCc1ccccc1)Cc1ccccc1OCc1cccc(NC(=O)C2CCC2)c1	-21%	12	-6%	-0.5	4%	3%	-0.7	-10%
Cc1c(CN2CCC(n3nccc3NC(=O)CCc3ccccc3)CC2)cnn1C	8%	1	6%	-1.2	3%	-8%	-3.7	9%
Cc1cccc(NC(=O)c2cnc3sccn3c2=O)c1	-4%	-23	0%	-0.2	4%	-14%	-2.0	-18%
CN(c1ccccc1C(=O)Nc1ccc2c(c1)OCCO2)S(C)(=O)=O	4%	-1	2%	-0.8	2%	-7%	-3.4	0%
O=S(=O)(c1cc(F)ccc1F)N1CCN(c2ccccn2)CC1	2%	2	-2%	-3.0	10%	1%	0.4	14%
O=C(NCc1ccco1)c1c(Cl)cccc1Cl	7%	-2	15%	0.6	7%	-10%	-2.0	3%
Cc1c(CC(C)C)nc(N)c(C#N)c1-c1ccccc1	-23%	9	4%	-0.4	-3%	-4%	1.2	4%
COc1ccc(C(=O)NCCN2CCOCC2)c(OC)c1OC	?	-6	6%	-3.0	6%	-4%	-1.1	2%
O=C(c1cc(-c2ccccc2)nc2ccccc12)N1CCN(c2ccccc2O)CC1	-6%	8	-4%	1.5	12%	8%	-1.0	6%
COc1ccccc1NS(=O)(=O)c1ccc(Cl)c(NC(=O)C(C)N2C(=O)c3ccccc3C2=O)c1 (configuration not stated)	14%	5	-11%	-12	0%	-5%	0.1	7%
COc1ccc(C(=O)C2CCCN(C(=O)C3CCOCC3)C2)cc1OC (configuration not stated)	-23%	-1	2%	-26	2%	3%	-0.5	-19%
C=CCn1c(C)cc(C(=O)COc2nncc3ccccc23)c1C	3%	0	6%	0.5	9%	-2%	-2.9	-6%
Cc1cccc(/C(N)=N/OC(=O)CCc2ccccc2)c1	2%	.	-5%	-6.3	16%	-2%	0.3	6%
Cc1cccc(NC(=O)CS(=O)CC(=O)Nc2cnc3ccccc3c2)c1C (configuration not stated)	-13%	-3	-7%	-2.0	0%	-16%	0.5	-4%
CC1CCN(S(=O)(=O)c2cccc(C(=O)Nc3ccccc3)c2)CC1	-22%	6	-3%	-0.4	12%	-11%	-2.8	25%
O=C(O)C/C=C(\NC(=O)OCc1ccccc1)C(=O)OCc1ccccc1	-20%	-1	-3%	0.4	12%	-5%	-0.7	13%
O=S(=O)(c1ccc(Cl)cc1)N1CCN(C(=S)Nc2ccccc2F)CC1	-14%	-2	-2%	1.2	12%	-5%	-2.0	-8%
COc1ccc(-n2c(SCc3cccnc3)nc3c(c2=O)SCC3)cc1OC	-23%	3	0%	0.2	8%	-17%	-2.5	7%
Cc1cc(SCc2ccc(C(F)(F)F)cc2)nc(=O)[nH]1	-16%	1	3%	-25	-4%	6%	-0.1	-8%
N#Cc1ccccc1COC(=O)CCC(=O)c1cccs1	15%	4	9%	-0.1	12%	-18%	-0.2	6%
C=CCN1C(=O)c2ccccc2NC1c1ccc(Br)s1 (configuration not stated)	-17%	2	-3%	0.3	5%	-1%	1.4	3%

More compounds.
SMILES	EPAC1 antag	PI5P4Ka inh	WRN helicase inh	CCT modulator	EPAC2 agonist	PLK1 PBD block	IL2 activator	EPAC1 ag
N=c1c2ccccc2nnn1-c1ccc(C(F)(F)F)cc1	-20%	-12	-27%	-0.5	7%	-14%	1.3	3%
CCN(C(=O)COC(=O)c1ccc2c(c1)OCO2)c1ccccc1	-15%	-2	-10%	-0.5	6%	7%	-0.6	1%
CC(C)c1nnc(NC(=O)CSc2nnc(NC(=O)c3c(F)cccc3F)s2)s1	-16%	1	-10%	-2.2	-10%	-11%	1.6	-11%
Fc1ccc(NC(=S)SCc2ccc3c(c2)OCO3)cc1F	-2%	24	-11%	-1.0	17%	-21%	-3.8	2%
COc1cccc(-n2ccnc2SCC(=O)Nc2cc(OC)ccc2OC)c1	-12%	2	-15%	0.1	12%	-13%	-0.3	12%
CCSc1nc(O)cc(=O)n1CC	5%	-7	2%	0.4	-7%	-4%	-1.6	-8%
NC(=O)c1ccsc1NC(=O)COC(=O)CCc1ccccc1	-24%	-23	-1%	2.1	16%	-6%	-3.9	-2%
O=[N+]([O-])c1cccnc1NCc1cccs1	0%	0	1%	-4.5	13%	-7%	-0.2	7%
CCN1CCN(Cc2cccc(Oc3ccccc3)c2)CC1	5%	.	0%	-3.8	8%	-14%	-2.5	12%
COC(=O)CCCC(=O)N1CCCC(CNS(=O)(=O)c2ccc(OC)cc2)C1 (configuration not stated)	-17%	-12	12%	-0.6	8%	-3%	0.6	-12%
COc1ccc(CN(C)C(=O)C2CCN(C(=O)Nc3ccccc3)CC2)cc1	4%	0	2%	-2.3	-3%	-6%	-2.6	7%
COc1ccc(OCCN2C(=O)NC3(CCc4ccccc4C3)C2=O)cc1 (configuration not stated)	-2%	1	-21%	-1.5	6%	-8%	-4.2	-1%
CCOC(=O)C1=C(c2ccccc2)Nc2ncnn2C1c1cc(OC)ccc1OC (configuration not stated)	-2%	.	-5%	-1.1	-1%	-1%	-2.0	-3%
Cc1cc(C(=O)NCc2ccccc2Br)no1	9%	.	4%	-1.6	9%	1%	-2.5	5%
CCc1cc(C(=O)NCC(c2cccs2)N2CCOCC2)sc1C (configuration not stated)	1%	1	-4%	3.9	7%	-6%	-0.6	19%
COc1ccc(-c2cc(=O)oc3cc4occ(C)c4cc23)cc1	0%	.	4%	0.9	-7%	1%	-1.1	1%
COc1cccc(-c2n[nH]c(=S)n2Cc2ccco2)c1OC	6%	.	-1%	-0.1	14%	-9%	-0.4	5%
CCCCN(C(=O)c1c(C)noc1C)c1c(N)n(CCC)c(=O)[nH]c1=O	-2%	2	3%	0.3	9%	-9%	-0.6	5%
Nc1nc(-c2ccc(F)cc2)cc(C(F)(F)F)n1	-18%	7	-4%	-2.7	-3%	-10%	1.0	-9%
NS(=O)(=O)c1ccc(CCNC(=O)Cc2ccc(S(=O)(=O)N3CCOCC3)s2)cc1	10%	-28	2%	-0.6	6%	-2%	-3.1	-2%
COC1CC(NC(C)=O)C(OC(=O)c2ccccc2)C(CBr)O1 (configuration not stated)	9%	3	4%	1.8	-6%	5%	-3.1	-7%
CC1CCN(S(=O)(=O)c2ccc(C(=O)N3CCCC(C(F)(F)F)C3)cc2)CC1 (configuration not stated)	-26%	6	-2%	1.6	-6%	5%	1.5	-7%
CCOC(=O)CSc1ncnc2c1nnn2-c1ccc(F)cc1	2%	7	0%	-1.2	8%	-5%	0.6	2%
c1ccc(CC2CCN(Cc3nc(-c4ccccc4)no3)CC2)cc1	-10%	.	-12%	1.4	14%	0%	-1.6	16%
O=C(c1cc2ccccc2s1)N1CCN(c2ccccn2)CC1	-3%	-11	11%	-1.4	18%	0%	-2.0	-15%

No new results follow: 3 of the compounds above.
SMILES	EPAC1 antag	PI5P4Ka inh	WRN helicase inh	CCT modulator	EPAC2 agonist	PLK1 PBD block	IL2 activator	EPAC1 ag
Cc1ccc(NC(=O)CCC(=O)N2CCOc3ccccc32)c(Cl)c1	-2%	-2	-10%	-0.5	-2%	-10%	-0.4	2%
Cc1ccc(CNC(=O)Cn2ccc3ccccc3c2=O)o1	15%	3	-11%	-0.6	-2%	0%	0.3	3%
COc1cc(C(=O)NCc2ccco2)cc(OC)c1OC	2%	0	-7%	-2.1	4%	-3%	-1.4	-2%

Additional records.
SMILES	EPAC1 antag	PI5P4Ka inh	WRN helicase inh	CCT modulator	EPAC2 agonist	PLK1 PBD block	IL2 activator	EPAC1 ag
O=C(c1ccc2c3c(cccc13)CC2)C1CCCN(C(=O)c2ccc(=O)[nH]c2)C1 (configuration not stated)	-28%	-21	-17%	0.5	-8%	-22%	1.1	4%
Cc1cccc(NC(=S)Nc2ccc(Br)cc2)c1	3%	-3	-8%	1.2	7%	-11%	-0.9	0%
O=C(Cc1ccccc1)NNC(=O)c1cccs1	8%	-2	6%	-2.0	2%	-15%	-0.4	-7%
CCc1noc(C)c1C(=O)OC(C)C(=O)Nc1ccccc1OC (configuration not stated)	2%	6	2%	-11	5%	-4%	-1.9	1%
Cc1ccc(C)n1NC(=O)c1cccs1	0%	?	-3%	1.1	-4%	-18%	-0.6	-1%
Cc1ccc(NC2=CC(=O)CCC2)cc1C	-2%	-1	-3%	-2.3	5%	-1%	-0.7	-2%
CCOC(=O)c1c(NC(=O)C(C)OC(=O)c2ccc(NC(=O)CC#N)cc2)sc2c1CCCC2 (configuration not stated)	-4%	-11	-15%	0.4	-2%	6%	0.1	-4%
COc1ccc(Cl)cc1NC(=O)c1cc(-c2cc(C)ccc2O)n[nH]1	15%	-13	-8%	-3.9	-4%	-10%	-1.9	3%
CCCOc1ccccc1NS(=O)(=O)c1ccc2[nH]c(=O)[nH]c2c1	11%	6	-3%	-8.1	11%	-5%	-1.4	5%
CCc1cccc(C)c1NC(=O)C1CN(S(=O)(=O)c2ccccc2)CCN1S(=O)(=O)c1ccccc1 (configuration not stated)	6%	-2	0%	1.0	0%	2%	-2.3	-2%
NNc1nc2c(Cl)c(Cl)ccc2s1	?	?	?	-2.1	1%	-6%	-0.9	7%
COc1ccccc1C(=O)Nc1ccccc1SC(=O)c1ccccc1OC	-8%	1	-5%	-0.2	11%	?	-2.3	5%

This is a subset (hit frequency here may not be typical).
